Rv3671c inh = Rv3671c (M. tuberculosis) protease inhibition; P9WHR9; inhibition, % at 5.96 µM; hit rate 0.048% among 320,000; AID 2606; in the data active means inhibition above about 38%;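 further: extracellular domain of Rv3671c used as enzyme; 0% = enzyme with DMSO and 100% = no enzyme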
Target sequence (P9WHR9 whole entry, looked up, the tested form may be a part): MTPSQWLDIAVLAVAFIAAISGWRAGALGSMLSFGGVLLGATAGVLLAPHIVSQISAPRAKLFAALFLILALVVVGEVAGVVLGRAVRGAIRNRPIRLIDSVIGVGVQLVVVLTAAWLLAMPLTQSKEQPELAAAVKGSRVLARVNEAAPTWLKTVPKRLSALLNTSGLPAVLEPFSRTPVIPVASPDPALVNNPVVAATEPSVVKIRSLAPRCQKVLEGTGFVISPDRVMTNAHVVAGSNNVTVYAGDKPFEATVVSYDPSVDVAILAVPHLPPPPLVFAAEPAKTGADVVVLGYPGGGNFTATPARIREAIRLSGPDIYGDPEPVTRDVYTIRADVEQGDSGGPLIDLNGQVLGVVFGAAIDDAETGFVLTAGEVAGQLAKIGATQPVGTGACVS
SSB-PriA inh = blocks PriA binding to SSB C-terminal tail; AlphaScreen SSBct-PriA binding, biotinylated peptide; hit rate 0.6% among 430,000; inhibition, % at 33 µM; AID 1272365; in the data active means inhibition mostly above about 37%, no sharp cut-off; inactive means mostly below about 20%;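 further: plate controls were negative control peptide for no effect and reference peptide for full effect; strong numbers were not always called active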
MazEF act = activators of E. coli MazEF toxin-antitoxin RNase | hit rate 0.32% among 350,000 | FAM/BHQ RNA-DNA oligo cleavage fluorescence, 5 h | activation, % at 20 µM; in the data active means activation above about 50%
Target sequence (P0AE70 whole entry, looked up): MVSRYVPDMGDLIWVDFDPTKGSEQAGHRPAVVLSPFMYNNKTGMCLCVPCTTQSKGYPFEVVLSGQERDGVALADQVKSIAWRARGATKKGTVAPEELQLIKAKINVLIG
SARS 3CLpro inh = SARS-CoV 3CLpro protease inhibition | inhibition, % at 6 µM | hit rate 0.14% among 290,000 | recombinant SARS-CoV 3CLpro, quenched FRET peptide cleavage | AID 1706 | P0C6X7; in the data active means inhibition above about 12%
Yp Topo-I inh = Y. pestis Topo-I inhibition via cleavage products | Y. pestis Topo-I cleavage product accumulation, plate reader | activity, % at 10 µM | hit rate 0.064% among 360,000 | AID 504884; in the data active means activity above about 50%, passing the limit was not always enough; further: inactives centre near 2
TcdB inh = blocks C. difficile toxin B glycohydrolase activity | inhibition, % at 9.99 µM | TcdB glycohydrolase enzymatic assay, plate reader | hit rate 0.24% among 350,000 | P18177; in the data active means inhibition above about 10%
DUSP3 inh = inhibitors of human VHR1 phosphatase (DUSP3); inhibition, % at 13.3 µM; recombinant VHR phosphatase, pNPP absorbance; hit rate 0.52% among 290,000; AID 1654; P51452; in the data active means inhibition above about 50%; further: some compounds called inactive have numbers as strong as hits
Target sequence (P51452 whole entry, looked up): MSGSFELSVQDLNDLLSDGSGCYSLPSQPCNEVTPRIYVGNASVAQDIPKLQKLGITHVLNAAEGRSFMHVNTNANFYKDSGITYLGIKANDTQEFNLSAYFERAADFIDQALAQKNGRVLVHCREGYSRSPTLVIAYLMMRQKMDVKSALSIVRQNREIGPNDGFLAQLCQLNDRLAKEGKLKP
Anthrax LF inh2 = inhibitors of Bacillus anthracis lethal factor protease. P15917. multiplex microsphere protease cleavage assay, LF. hit rate 0.12% among 360,000. inhibition, % at 10 µM; in the data active means inhibition above about 30%; further: plate controls were buffer without enzyme for full effect and enzyme alone for no effect
Vc quorum ag = quorum light induction in luxS cqsA deficient V. cholerae; V. cholerae BH1578 lux reporter, luminescence, 6 h; activation, % at 18.7 µM; hit rate 0.16% among 350,000; AID 588436; in the data active means activation mostly above about 9.7%, no sharp cut-off; further: not every result past the cut was called active; inactives centre near 0; reference of the scale not given here
PfHsp40 rescue = compounds rescuing yeast from Plasmodium falciparum HSP40 toxicity; S. cerevisiae expressing PfHsp40, growth rescue, ATP luminescence; growth rescue, % at 12.5 µM; hit rate 0.68% among 340,000; AID 504582; in the data active means growth rescue above about 28%, passing the limit was not always enough;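 further: yeast W303a lacking pdr1 and pdr3 grown in galactose medium; growth measured after three days at 30 °C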
* hit, by the source's call; i = inactive; / = no result given; & = joins results of further samples.

SMILES | Rv3671c inh | SSB-PriA inh | MazEF act | SARS 3CLpro inh | Yp Topo-I inh | TcdB inh | DUSP3 inh | Anthrax LF inh2 | Vc quorum ag | PfHsp40 rescue
COc1ccc(NS(=O)(=O)c2cccc(C(=O)NC3CCC(O)CC3)c2)cc1 (stereo not given) | 1.4 | 10.2 | 1.9 | 2.5 | -2.5 | -2.0 | -2.7 | 4.4 | -0.8 | -1.4
O=C(Nc1ccccc1)N1CCN(C2c3ccccc3-c3ccccc32)CC1 | -8.4 | -17.9 | 1.8 | -3.0 | 0.8 | 0.8 | 1.1 | -4.4 | -0.3 | 4.7
COc1cc(C(=O)Nc2cc(S(=O)(=O)N3CCOCC3)ccc2N2CCOCC2)cc(OC)c1C | / | 6.3 | -3.9 | / | -1.1 | 1.0 | / | -0.9 | 0.7 | 1.9
Cc1[nH]n(-c2ccccc2)c(=O)c1/C=N/Nc1nncc(-c2ccccc2)n1 | 8.9 | / | -6.7 | -1.9 | -3.6 | 0.6 | 10.0 | -2.5 | 2.8 | 262.1*
CCC(C)NC(=O)c1c(C)cc(=O)oc1C (stereo not given) | -2.7 | -3.9 | -2.2 | 5.2 | 6.2 | / | 11.3 | -0.2 | i | -1.1
O=C(CN1CCc2ccccc21)NCc1ccc2c(c1)OCO2 | 3.7 | 21.2 | 4.3 | 1.3 | 3.3 | -0.4 | -11.0 | -1.8 | -0.2 | -1.7
COc1ccc(Nc2c[nH]c(=O)[nH]c2=O)cc1 | / | -6.8 | 12.5 | / | -8.3 | 0.4 | / | -3.3 | 8.3 | 0.3
Cc1ccc(F)cc1NC(=O)CSCc1nc2sc(C)c(C)c2c(=O)[nH]1 | -4.0 | -17.1 | -0.7 | / | 0.4 | 0.3 | / | 2.6 | i | /
O=C(c1ccc(N2CCCC2)c([N+](=O)[O-])c1)N1CCc2ccccc2C1 | -2.2 | 31.1 | 0.5 | / | 1.7 | 2.6 | / | -0.6 | -0.7 | 4.1
CCn1nc(C(=O)OCC(=O)N2CCc3ccccc32)c2ccccc2c1=O | -10.3 | -12.2 | 5.2 | -2.0 | 29.1 | / | -12.1 | 4.7 | -0.3 | 1.2
CC(C)C(NC(=O)c1cccc(S(=O)(=O)N2CCOCC2)c1)C(=O)NCCc1ccccn1 (stereo not given) | 1.7 | 0.3 | 1.2 | -0.7 | -1.5 | / | 14.2 | 5.6 | -0.2 | -0.2
C(#CCN1CCOCC1)COCc1ccccc1 | 7.2 | -26.6 | 0.0 | -0.3 | -4.6 | / | 21.9 | -1.2 | -0.2 | 0.1
Cc1cccc(-n2c(C)cc(/C=N/n3cnnc3)c2C)c1 | -1.7 | / | 6.9 | 9.4 | 7.8 | / | 24.2 | -0.4 | -2.8 | 0.1
Cc1cc(Cl)ccc1OCC(=O)Nn1c(C)ccc1C | -8.2 | 4.8 | 1.0 | 2.2 | -0.5 | / | 9.9 | -7.0 | -0.3 | -2.1
Cc1cc(C)c(S(=O)(=O)Nc2nnc(C)s2)c(C)c1 | -2.5 | -4.6 | -2.5 | 1.9 | 2.2 | / | 6.2 | 2.5 | i | -1.9
CC(C)(C)NC(=O)Cn1cnc([N+](=O)[O-])n1 | 1.3 | -6.8 | 6.3 | 7.4 | 10.7 | / | 9.6 | -1.8 | i | -2.4
COc1cc(/C=C/C(=O)O)cc(S(=O)(=O)Nc2ccc3nc(C)sc3c2)c1OC | 3.4 | -4.8 | 5.1 | -6.2 | 0.8 | 2.5 | 41.5 | -1.7 | -0.8 | 0.0
COC(=O)C1=C(c2ccc(S(C)(=O)=O)cc2)C[C@@H]2CC[C@H]1N2C(=O)NCc1cccc2ccccc12 | 3.9 | -5.2 | 4.7 | / | 25.0 | 1.2 | / | -1.1 | i | 7.5
CCC1C(O)=C(c2ccccn2)C(=N)N1c1ccccc1 (stereo not given) | -4.0 | -8.6 | 6.4 | -0.9 | 2.7 | 0.1 | 24.4 | -2.3 | -0.5 | -0.5
O=c1[nH]c(CN2CCNCC2)nc2ccccc12 | -13.6 | 4.1 | -8.7 | 2.2 | -5.8 | / | -8.1 | -8.6 | 1.4 | -1.3
CCc1nnc(SCC(=O)Nc2ccc(C(C)=O)cc2)nc1CC | 1.8 | 7.0 | 3.1 | / | -3.6 | / | 23.8 | -1.2 | -0.4 | -1.7
Cc1sc(NC(=O)C2CCCCC2C(=O)O)c(C(N)=O)c1-c1ccccc1 (stereo not given) | -7.0 | -10.1 | 1.1 | 0.1 | 3.7 | / | 24.6 | -7.5 | 0.9 | -1.8
CCOC(=O)c1c(S(=O)(=O)NCC(=O)N2CCN(c3ccc(F)cc3)CC2)c(C)n(C)c1C | 2.7 | 10.8 | 5.9 | 6.4 | 16.3 | 1.7 | 10.4 | -0.7 | -0.1 | -1.8
Cc1c(C(=O)NC2=NCCS2)oc2ccccc12 | -0.1 | -13.1 | -11.2 | -5.0 | 8.7 | 2.5 | 15.5 | -0.9 | -0.2 | -0.2
COCCNC(=S)N(Cc1cccnc1)Cc1ccc(OC)c(OC)c1 | 0.0 | 5.3 | 4.5 | -1.2 | -6.0 | / | 8.4 | -2.8 | -0.2 | -0.5

Look-ups from the entries so far.
COc1ccc(NS(=O)(=O)c2cccc(C(=O)NC3CCC(O)CC3)c2)cc1 (stereo not given) in Vc quorum ag → -0.8
Cc1sc(NC(=O)C2CCCCC2C(=O)O)c(C(N)=O)c1-c1ccccc1 (stereo not given) in SSB-PriA inh → -10.1

The list continues:
SMILES | Rv3671c inh | SSB-PriA inh | MazEF act | SARS 3CLpro inh | Yp Topo-I inh | TcdB inh | DUSP3 inh | Anthrax LF inh2 | Vc quorum ag | PfHsp40 rescue
Cc1ccc(Cn2c(Sc3nccc(C)n3)nc3c2c(=O)[nH]c(=O)n3C)cc1 | -2.1 | -12.7 | 11.3 | -4.6 | 7.5 | / | 35.3 | -10.1 | i | -1.1
Cc1cc(C)cc(NC(=O)C2CCCN2C(=O)Oc2ccccc2)c1 (stereo not given) | -4.0 | -0.2 | -17.6 | 3.7 | 1.0 | / | -2.0 | -1.6 | -1.6 | -1.8
N#Cc1cc2cc3ccccc3nc2n2c(=O)c3ccccc3nc12 | -3.5 | -8.9 | -757.0 | 3.0 | 1.1 | -2.1 | 4.7 | 7.2 | -0.3 | -0.7
COc1ccccc1Oc1ccc(Oc2ccccc2OC)cc1 | -3.1 | -42.3 | -8.0 | 2.6 | -3.0 | 1.3 | 16.9 | -1.8 | -0.2 | 0.6
O=C(C1CCC1)N1CCN(Cc2ccccc2)CC1 | -0.3 | -9.3 | 8.7 | 2.6 | 13.3 | / | 28.0 | 3.6 | / | 0.0
NC(=O)COC(=O)c1ccccc1Oc1ccccc1 | -11.2 | -7.2 | -2.3 | 0.2 | -1.3 | 0.1 | 17.9 | -5.6 | -0.1 | 0.3
Cc1cc(C)c(Cn2c(=O)n(CCCC(=O)NCc3ccco3)c(=O)c3ccccc32)c(C)c1 | -20.9 | -10.3 | 0.2 | 2.4 | -10.4 | / | / | 1.4 | i | 1.2
Nc1nonc1-n1nnc(C(=O)N/N=C/c2cccs2)c1-c1ccc2c(c1)OCO2 | -8.9 | / | 34.8 | -3.3 | -5.1 | 0.8 | 16.6 | -1.2 | -0.4 | -0.6
Cc1cccc(OCCC(=O)OC(C)C(=O)Nc2ccc(Cl)cn2)c1 (stereo not given) | 4.6 | -29.2 | -0.4 | / | 21.0 | 0.5 | / | -3.7 | -1.4 | 0.8
Cc1ccc(NC(=O)CCN2C(=O)C3C4CCC(C4)C3C2=O)cc1Cl (stereo not given) | -7.3 | -4.9 | 4.1 | -7.6 | -2.6 | 0.2 | 18.7 | -4.0 | -0.6 | -1.3
Cc1noc(C)c1NC(=O)Nc1cccc2c1O[C@H](CN(C)C(=O)NC(C)C)[C@@H](C)CN([C@H](C)CO)C2=O | 5.8 | -5.7 | 4.7 | / | 0.5 | -1.0&1.2 | / | -9.9 | i | 0.1
O=C(CSc1nnc2n1CCCN2C(=S)Nc1ccc(Cl)cc1)c1ccccc1 | -11.4 | 3.8 | -19.6 | 2.4 | -0.8 | / | 31.3 | 0.0 | i | 0.4
Cn1c(O)c(N=Nc2nc(-c3ccccc3)cs2)c2ccccc21 | 3.8 | 8.0 | -8.6 | -1.0 | 5.7 | / | 5.4 | -1.0 | i | 1.0
Cc1ccc(-n2cc(CN3CCN(C(=O)c4ncn[nH]4)CC3)c(-c3ccc(F)cc3)n2)cc1 | -7.2 | 8.5 | 6.2 | -0.6 | 5.1 | 0.6 | -4.3 | -6.4 | 2.3 | 1.2
COc1ccc(/C=C2\CCCC3C2=NN(C(=O)CSc2ncn[nH]2)C3c2ccc(OC)cc2)cc1 (stereo not given) | -8.7 | 18.6 | 1.8 | 5.7 | 8.1 | 0.4 | 5.4 | -6.2 | -0.7 | 0.9
COc1ccc(NC(=O)C2CCC(=O)N2S(=O)(=O)c2ccc(C)cc2)c(OC)c1 (stereo not given) | -3.9 | -0.6 | 8.2 | 2.6 | 0.7 | / | -9.6 | -2.2 | -0.3 | -0.6
COc1ccc(CNC(=O)COC(=O)CCc2nc3ccccc3c(=O)[nH]2)cc1 | -9.4 | 6.9 | 9.1 | 2.1 | -2.2 | 9.3 | 15.5 | -6.0 | -0.3 | 0.5
Nc1cc(C(=O)N2CCCC2)cc(C(=O)N2CCCC2)c1 | -4.5 | -5.9 | 11.3 | -9.8 | -1.2 | / | -8.6 | -4.6 | i | 0.0
Cc1c(NC(=O)c2ccc(-c3ccc([N+](=O)[O-])cc3Cl)o2)c(=O)n(-c2ccccc2)n1C | -1.8 | 9.1 | 6.1 | -3.7 | -2.7 | 0.9 | 21.7 | 6.3 | -1.0 | -0.1
O=C(NCc1cccc(F)c1)C1CCC(=O)N(CC2CCCCC2)C1 (stereo not given) | -4.0 | 4.3 | -3.4 | -2.4 | 8.7 | -1.0 | -11.3 | 1.0 | -1.7 | -1.1
CCOC(=O)C1CCN(C(=O)CCS(=O)(=O)Cc2ccccc2)CC1 | -6.1 | -11.2 | 8.9 | -3.0 | 2.4 | 0.1 | 12.5 | -5.5 | -0.1 | -0.8
COC(=O)c1cn(NC(=O)c2ccc3c(c2)OCO3)c(=O)c2ccccc12 | -13.8 | 0.6 | 5.0 | -4.4 | 5.6 | / | -3.9 | 3.1 | i | -1.4
O=C(NNC(=S)NCc1ccco1)C(c1ccccc1)c1ccccc1 | -2.4 | 9.8 | 4.4 | 2.4 | 1.8 | 2.0 | 27.6 | -2.0 | -1.6 | 2.0
CC1CCc2onc(C(=O)NCc3ccco3)c2C1 (stereo not given) | 0.4 | 1.3 | 2.0 | 2.4 | -0.6 | -2.2 | -1.8 | -4.5 | -0.3 | 0.1
O=C(O)CC(c1ccccc1)n1cccc1 (stereo not given) | 7.9 | -10.3 | 7.9 | 0.9 | -3.3 | / | 17.6 | 2.8 | -7.1 | 0.6
CN(C(=O)c1coc(=O)c2ccccc12)c1ccc(F)cc1 | 4.8 | 4.5 | 10.0 | 1.3 | 0.3 | / | -2.4 | 0.9 | -0.8 | -0.1
COc1ccc(C(=O)Nc2ccc3c(c2)OCCO3)cc1Br | / | -4.3 | 8.2 | -1.2 | 1.4 | 2.4 | 24.5 | -8.5 | 0.0 | 1.3
Cc1ccc(-n2nc3c(c2NC(=O)c2ccco2)CS(=O)(=O)C3)cc1C | -6.9 | 0.9&-7.0 | 1.2 | -5.5 | 4.0 | 0.6 | 14.5 | 6.6 | 1.3 | -1.1
CS(=O)(=O)N1CCC(CO)(Cc2ccccc2C(F)(F)F)CC1 | -3.4 | -17.5 | 5.6 | 1.6 | 5.0 | 0.3 | -5.3 | -2.7 | -1.5 | 0.1

Some entries already given, reduced to SARS 3CLpro inh, DUSP3 inh and TcdB inh:
| structure | SARS 3CLpro inh | DUSP3 inh | TcdB inh |
| --- | --- | --- | --- |
| CCn1nc(C(=O)OCC(=O)N2CCc3ccccc32)c2ccccc2c1=O | -2.0 | -12.1 | / |
| COc1ccc(NS(=O)(=O)c2cccc(C(=O)NC3CCC(O)CC3)c2)cc1 (stereo not given) | 2.5 | -2.7 | -2.0 |
| CC1CCc2onc(C(=O)NCc3ccco3)c2C1 (stereo not given) | 2.4 | -1.8 | -2.2 |

A portion of the library. The share of hits here may be higher or lower than overall.
